HepG2 viability – qHTS for Inhibitors of TGF-b: Cytotox Counterscreen. HepG2 CAGA-GFP viability, ATP luminescence, 18 h. Potency, µM (series often up to 46.1 µM), inactives show at the top dose activity change, negative = cytotoxicity, most hits filed as cytotoxic. 410,000 compounds, 0.76% hits. AID 588856, 2011; also: some results filed as inactive show a strong effect at the top dose
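HepG2 CAGA-GFP cells (1000/well, DMEM with 1% FBS) received compound, then TGF-beta at 500 pg/mL final, and were incubated 18 hours at 37 degrees C. Viability was read by CellTiter-Glo luminescence. Media-only wells were set as complete cell-killing and DMSO as no toxicity.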
Nrf2 block – Nrf2 qHTS screen for inhibitors; A549 ARE-Fluc reporter, luciferase luminescence, 18-24 h; Potency, µM (top dose mostly 46 µM), for the others: at the top dose activity change, negative = inhibition, hits mostly inhibitors; 360,000 compounds, 2.1% hits; AID 504444, 2011; also: % is scaled to controls: 0 for no effect and ±100 for the full control effect; nearly all actives have a fitted effect of over 60% in size
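Concentration-response testing used A549 ARE_Fluc cells at 5000 cells/well. Following an 18-24 h compound incubation, viability was read by fluorescence (Ex 405/Em 525) and luciferase output by luminescence.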
EPAC2 antag – qHTS for Antagonist of cAMP-regulated guanine nucleotide exchange factor 2 (EPAC2): primary screen | Rap guanine nucleotide exchange factor 4 (Homo sapiens), Q8WZA2 | EPAC2 GEF exchange of Rap1B-BODIPY-GDP, fluorescence | Potency, µM (titrated, usually from 114 µM), without a hit: at the top dose activity, negative = inhibition, most hits filed as inhibitors | 360,000 compounds, 0.18% hits | AID 720708, 2013; also: % is scaled to controls: 0 for no effect and ±100 for the full control effect; nearly all actives have a fitted effect of over 45% in size; many of its hits are not listed in these tables
Target sequence (Q8WZA2 whole entry, looked up): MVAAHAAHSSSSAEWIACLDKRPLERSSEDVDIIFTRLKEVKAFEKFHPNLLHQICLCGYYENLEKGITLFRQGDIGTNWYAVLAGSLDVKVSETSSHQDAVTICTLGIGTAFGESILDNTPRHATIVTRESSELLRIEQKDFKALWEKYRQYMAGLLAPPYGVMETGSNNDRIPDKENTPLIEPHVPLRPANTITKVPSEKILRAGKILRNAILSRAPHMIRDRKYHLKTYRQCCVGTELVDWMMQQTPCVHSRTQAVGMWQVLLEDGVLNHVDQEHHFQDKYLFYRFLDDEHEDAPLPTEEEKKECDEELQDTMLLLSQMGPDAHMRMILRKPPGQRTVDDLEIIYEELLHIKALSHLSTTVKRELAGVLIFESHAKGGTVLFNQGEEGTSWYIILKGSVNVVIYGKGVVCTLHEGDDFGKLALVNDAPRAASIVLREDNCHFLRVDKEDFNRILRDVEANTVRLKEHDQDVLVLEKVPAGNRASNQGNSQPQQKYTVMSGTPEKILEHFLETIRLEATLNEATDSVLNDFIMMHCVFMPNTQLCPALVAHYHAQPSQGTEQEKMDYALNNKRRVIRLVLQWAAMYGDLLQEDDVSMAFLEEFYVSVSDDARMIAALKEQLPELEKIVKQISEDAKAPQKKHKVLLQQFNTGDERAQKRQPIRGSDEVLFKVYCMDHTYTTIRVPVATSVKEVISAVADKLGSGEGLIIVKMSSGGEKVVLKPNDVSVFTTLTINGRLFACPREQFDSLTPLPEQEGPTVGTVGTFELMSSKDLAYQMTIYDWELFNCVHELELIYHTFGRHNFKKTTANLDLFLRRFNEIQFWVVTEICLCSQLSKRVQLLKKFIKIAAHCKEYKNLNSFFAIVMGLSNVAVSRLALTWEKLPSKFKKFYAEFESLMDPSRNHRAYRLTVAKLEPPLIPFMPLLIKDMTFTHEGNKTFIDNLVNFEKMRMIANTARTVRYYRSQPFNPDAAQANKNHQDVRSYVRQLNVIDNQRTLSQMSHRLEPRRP
ATXN2 expr inh – Primary qHTS for Inhibitors of ATXN expression; HEK-293 ATXN2-luciferase reporter, luminescence, 24 h; Potency, µM (titrated, usually from 57 µM), without a hit: at the highest dose activity change, negative = inhibition, actives largely listed as inhibitors; 360,000 compounds, 0.72% hits; also: % is scaled to controls: 0 for no effect and ±100 for the full control effect; nearly all actives have a fitted effect of over 55% in size
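ATXN2-luciferase reporter cells (luciferase flanked by upstream and downstream ATXN2 gene portions) were treated 24 h at 37 °C with compounds at up to 57 uM. SteadyGlo luminescence gave expression; GF-AFC fluorescence gave viability.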
Nrf2 ARE act – qHTS of Nrf2 Activators; AREc32 ARE-luciferase reporter (MCF7-derived line), luminescence, 24 h; Potency, µM (top dose mostly 46.1 µM), without a hit: top-dose activation, hits mostly activators; 410,000 compounds, 0.31% hits; AID 624171, 2012; also: % of control where 0% means no effect; nearly all actives have a fitted effect of over 65% in size
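Luciferase luminescence (Steady-Glo, 30 min at room temperature) served as the read-out of ARE activation in AREc32 cells treated with compounds for 24 hr at 37 deg C.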
A549 tox – Nrf2 qHTS screen for inhibitors: counterscreen for cytotoxicity; A549 ARE-Fluc cells, CellTiter-Fluor viability, 18-24 h; Potency, µM (highest dose often 46 µM), inactives show top-dose activity change, negative = cytotoxicity, hits mostly inhibitors; 390,000 compounds, 0.16% hits; AID 504648, 2011; also: % is scaled to controls: 0 for no effect and ±100 for the full control effect
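A549 ARE_Fluc cells in 5% FBS OPTI-MEM were exposed to compounds in concentration-response for 18-24 h at 37 deg C. Viability was read by CellTiter-Fluor fluorescence (Ex 405/Em 525) after 30 min, before the luciferase read.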
S2 tox – Viability Counterscreen for Primary qHTS for Inhibitors of ATXN expression | Potency, µM (doses to about 56.7 µM), usual class: cytotoxic | 400,000 compounds, 0.49% hits | AID 651635, 2014 | S2 cells (HEK-293 line with an ATXN2-luciferase reporter) viability, CellTiter-Fluor protease fluorescence, 24 h; also: nearly all actives have a fitted effect of over 40% in size
TGFb SMAD3 inh – qHTS for Inhibitors of TGF-b; HepG2 CAGA-GFP TGF-b/SMAD3 reporter, GFP fluorescence, 18 h; TGF-beta stimulated, 500 pg/mL final; Potency, µM (series often up to 46.1 µM), for the others: top-dose activity, negative = inhibition, actives largely listed as inhibitors; 410,000 compounds, 1.2% hits; also: % is scaled to controls: 0 for no effect and ±100 for the full control effect; nearly all actives have a fitted effect of over 65% in size
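HEPG2 CAGA-GFP, 1000 cells/well; 2 h settle, 37 C; cpd via pin tool; TGF-b 500 pg/mL final; 18 h, 37 C; GFP imaging ex488/em500-530; %Activity normalised to -TGF-b and +DMSO controls; CRC fit, curve class.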
MCF10A rereplic – A quantitative high throughput screen for small molecules that induce DNA re-replication in MCF 10a normal breast cells; MCF 10A DNA re-replication, Hoechst nuclear intensity, 48 h; Potency, µM (top dose mostly 46.1 µM), for the others: at the highest dose activity, positive = re-replication, usual class: activators; 350,000 compounds, 2.9% hits; AID 624296, 2012; also: % of control where 0% means no effect; nearly all actives have a fitted effect of over 50% in size
* hit, by the source's call; i = inactive; ? = inconclusive; · = not tested or not shown. Calls follow the shape of the dose curve; as a rule, active = well fitted curve in the direction sought with a large enough effect; inconclusive = small, poorly fitted or top-dose-only effect, or another doubt; inactive = no such curve, though single readings can be large; an effect the other way counts as inactive or inconclusive. Potency is read from the fitted curve at half-maximal effect. The list is partial, so the mix of outcomes need not match the whole.

SMILES	HepG2 viability	Nrf2 block	EPAC2 antag	ATXN2 expr inh	Nrf2 ARE act	A549 tox	S2 tox	TGFb SMAD3 inh	MCF10A rereplic
CC(=O)C(Cc1ccccc1)NC(=O)COC(=O)c1cc(S(=O)(=O)N2CCOCC2)ccc1F (centres undefined)	-2.4%	·	10.1%	·	-1.5%	·	i	-6.6%	·
CCN1C[C@@H]2[C@@H]3C(=O)N(C)C(=O)[C@@H]3[C@](C)(C1=O)N2C(=O)c1ccc(C)cc1	-3.4%	2.0%	6.1%	5.0%	-0.2%	-1.7%	i	5.5%	-1.9%
Fc1ccc(NCc2cccnc2)cc1F	3.3%	-5.5%	16.0%	-8.7%	0.2%	-1.8%	i	4.9%	-2.3%
CCOC(=O)c1ccc(NC(=O)N2CCN(C3CCCCC3)CC2)cc1	-9.6%	-1.9%	-5.6%	7.0%	-0.4%	-2.9%	i	23.8%	21.6%
O=C(CCCC(=O)NC1CCCC1)NC1CCCC1	2.6%	0.6%	5.5%	4.2%	-0.1%	-2.4%	i	-1.4%	0.1%
O=C(Nc1ccc2oc(-c3ccncc3)nc2c1)c1ccc2c(c1)OCO2	-14.3%	?	-29.4%	·	0.4%	-8.8%	i	?	?
Cc1nnc(NC(=O)c2cc(S(=O)(=O)N3CCCCC3)ccc2Cl)s1	60.3%	-1.9%	5.1%	1.7%	3.1%	3.2%	i	-7.9%	21.9%
CCCCN(c1ccccc1)S(=O)(=O)c1ccc2c(c1)CC(C)N2C(=O)C1CC1 (centres undefined)	-6.0%	?	·	-27.7%	4.4%	-7.4%	?	?	·
CCCCC(=O)NC(=S)Nc1ccc(S(=O)(=O)N2CCCC2)cc1	0.4%	7.5%	1.1%	3.8%	0.3%	-8.0%	i	-10.0%	?
N=c1c(C(=O)NCCN2CCOCC2)cc2c(=O)n3ccccc3nc2n1Cc1ccc(F)cc1	-2.9%	9.6%	-2.1%	13.1%	-0.2%	?	i	1.4%	1.3µM*
CN(CCCn1cnc2c(OCc3ccccc3)ncnc21)CCc1ccccn1	1.0%	9.8%	-22.9%	0.3%	0.0%	12.5%	i	14.8%	?
O=C(c1cccc2ccccc12)N1CCN(c2ccc([N+](=O)[O-])c(NCc3ccco3)c2)CC1	8.3%	-9.2%	12.6%	-3.5%	0.2%	-10.9%	i	-4.1%	1.7%
CSCCC(NC(=O)COc1ccccc1)C(=O)O (centres undefined)	1.3%	2.8%	1.9%	4.2%	2.5%	-0.1%	?	12.1%	-23.2%
COc1ccc(CCNC(=O)COC(=O)c2cccs2)cc1	4.8%	1.3%	0.8%	2.1%	0.4%	-7.4%	i	8.3%	-8.4%
CN(C)c1cccc2c1c(NC(=O)c1ccc(F)cc1)nn2C	-33.4%	6.9%	-1.4%	-22.2%	-3.1%	1.2%	i	-12.4%	1.9%
CCS(=O)(=O)N1CCc2cc(C(=O)Nc3cc(OC)c(Cl)cc3OC)ccc21	-8.3%	5.2%	·	8.6%	5.5%	6.9%	i	17.2%	·
COc1ccc(C(C)NC(=O)C2C(=O)NC3(C)CC2c2ccccc2O3)cc1 (centres undefined)	-27.1%	6.5%	-5.0%	-25.1%	0.0%	9.3%	i	3.7%	-0.2%
CCCOc1ccc(-c2nonc2NC(=O)COc2ccc(C)cc2)cc1OCCC	0.0%	4.3%	·	7.6%	0.0%	-13.5%	i	-1.0%	·
O=C(COc1ccc(S(=O)(=O)N2CCOCC2)cc1)Nc1ccccc1F	-0.8%	1.2%	12.9%	6.9%	0.8%	-0.3%	i	-3.3%	2.5%
Nc1ccccc1C(=O)N1O[C@@H]2C=C[C@H]1CC2	-19.3%	6.3%	2.8%	9.9%	-1.1%	-1.5%	i	2.5%	-9.5%
CC1CC(C)CN(S(=O)(=O)c2ccc(NC(=O)C3COc4ccccc4O3)cc2)C1 (centres undefined)	-27.2%	-5.4%	-9.2%	-3.0%	-0.2%	0.1%	i	?	-0.2%
COc1ccc(C)cc1NC(=O)NNS(=O)(=O)c1ccc(NC(C)=O)cc1	-26.8%	12.0%	6.7%	-7.2%	0.1%	-8.8%	i	0.0%	-3.5%
COc1ccc(C2C3=C(OC(C)=O)c4ccccc4C3=Nc3c2c(=O)n(C)c(=O)n3C)cc1 (centres undefined)	-12.9%	15.2%	2.2%	-20.5%	-0.3%	-6.1%	i	-2.2%	4.3%
Cc1ccc(S(=O)(=O)c2cn(C)c3cc(N4CCN(C)CC4)c(F)cc3c2=O)c(C)c1	-24.3%	4.0%	-7.9%	?	12.5%	-10.2%	i	-2.9%	-2.2%
Cc1cccc(NC(=O)CCNS(=O)(=O)c2ccc3c(c2)CCN3C(=O)C2CC2)c1	-14.0%	·	·	-3.8%	0.1%	12.8%	i	-2.0%	·

Arranged by count of non-hydrogen atoms (lowest first): four of the compounds above.
SMILES	HepG2 viability	Nrf2 block	EPAC2 antag	ATXN2 expr inh	Nrf2 ARE act	A549 tox	S2 tox	TGFb SMAD3 inh	MCF10A rereplic
COc1ccc(CCNC(=O)COC(=O)c2cccs2)cc1	4.8%	1.3%	0.8%	2.1%	0.4%	-7.4%	i	8.3%	-8.4%
CCOC(=O)c1ccc(NC(=O)N2CCN(C3CCCCC3)CC2)cc1	-9.6%	-1.9%	-5.6%	7.0%	-0.4%	-2.9%	i	23.8%	21.6%
CCCCN(c1ccccc1)S(=O)(=O)c1ccc2c(c1)CC(C)N2C(=O)C1CC1 (centres undefined)	-6.0%	?	·	-27.7%	4.4%	-7.4%	?	?	·
Cc1cccc(NC(=O)CCNS(=O)(=O)c2ccc3c(c2)CCN3C(=O)C2CC2)c1	-14.0%	·	·	-3.8%	0.1%	12.8%	i	-2.0%	·

Structural class: those above with two or more sulfur atoms.
SMILES	HepG2 viability	Nrf2 block	EPAC2 antag	ATXN2 expr inh	Nrf2 ARE act	A549 tox	S2 tox	TGFb SMAD3 inh	MCF10A rereplic
Cc1nnc(NC(=O)c2cc(S(=O)(=O)N3CCCCC3)ccc2Cl)s1	60.3%	-1.9%	5.1%	1.7%	3.1%	3.2%	i	-7.9%	21.9%
CCCCC(=O)NC(=S)Nc1ccc(S(=O)(=O)N2CCCC2)cc1	0.4%	7.5%	1.1%	3.8%	0.3%	-8.0%	i	-10.0%	?

Going on with the list.
SMILES	HepG2 viability	Nrf2 block	EPAC2 antag	ATXN2 expr inh	Nrf2 ARE act	A549 tox	S2 tox	TGFb SMAD3 inh	MCF10A rereplic
CCC(CCC(=O)NNC(=O)Cc1ccc([N+](=O)[O-])cc1)C(=O)O (centres undefined)	19.2%	-2.8%	3.8%	·	0.1%	-5.1%	i	31.6%	?
COc1ccc(CCN2CC(C(=O)OC(C)C(=O)Nc3ccc(NC(C)=O)cc3)CC2=O)cc1OC (centres undefined)	3.8%	-2.8%	-3.1%	3.8%	0.1%	1.0%	i	-2.2%	-5.4%
CCCCOc1ccc(CNC(=O)c2cnc3sc(N4CCCC4)nn3c2=O)cc1	1.6%	19.2%	·	·	-0.2%	7.5%	·	-9.9%	·
CCC/C=C/c1ccc(CN2C(CC(C)C)C(=O)N(Cc3cn(CCC4OCCO4)nn3)CCS2(=O)=O)cc1 (centres undefined)	-81.4%	·	?	?	-4.5%	·	·	?	·
CCCC(C)C(=O)OCC(=O)Nc1c(Br)cc(C)cc1Br (centres undefined)	-0.7%	3.6%	-1.6%	3.6%	-0.7%	-4.8%	i	-22.9%	?
COC(=O)[C@]12CCCCC=C1N(Cc1ccco1)C(=O)[C@H](CC(=O)NCc1ccccc1)C2	·	·	-5.6%	5.8%	0.3%	·	i	·	·
COc1ccc(-c2[nH]ncc2CNCCCSC)cc1F	0.7%	?	8.9%	·	-0.9%	18.3%	i	15.6%	3.3%
CN(C)/C=C/C(=O)c1nn(-c2ccc(F)cc2)ccc1=O	5.1%	16.8%	3.4%	·	-0.8%	-3.7%	i	10.4%	8.6%
O=[N+]([O-])c1ccc(N2CCN(S(=O)(=O)c3ccccc3)CC2)cc1NCc1cccnc1	-3.0%	·	-5.7%	-16.8%	-0.6%	-15.8%	i	-1.3%	2.5%
CSC(=NC#N)N1CCN(c2ccccc2)CC1	2.8%	2.6%	2.3%	11.0%	0.7%	1.8%	i	-0.2%	-1.9%
Cc1cc(OCCN2CCCCCC2)ccc1[N+](=O)[O-]	7.2%	10.0%	1.3%	1.5%	-1.0%	-6.9%	i	-17.8%	?
CCn1cc2nc(SCc3ccccc3F)n(Cc3ccc(C)cc3)c(=O)c2n1	-16.4%	-14.4%	·	2.8%	4.3%	-16.8%	i	?	·
COc1ccc(-n2c(SCC3CNC(=O)O3)nnc2-c2ccc(Cl)cc2)cc1 (centres undefined)	-1.2%	?	7.0%	·	3.6%	-3.9%	i	3.9%	-1.4%
CC(C)C[C@@H](CN)NC(=O)c1nc[nH]c1C(=O)N[C@@H](C)C(=O)CNC[C@H](C)NC(=O)c1nc[nH]c1C(=O)N[C@@H](CC(=O)O)C(=O)O	2.7%	2.5%	7.4%	11.7%	-0.9%	-2.0%	i	-10.4%	-5.1%
O=C(c1cccc(C(F)(F)F)c1)c1c[nH]c(C(=O)NCC2CCCO2)c1 (centres undefined)	16.4%	-15.6%	1.8%	-18.1%	0.0%	0.4%	i	-3.2%	-9.6%
CCOC(=O)Cc1csc(NC(=O)CCC(=O)O)n1	8.3%	26.7%	3.3%	-28.0%	-0.9%	0.0%	i	-0.9%	-1.1%
COC(=O)c1cc(C#N)c(Oc2ccc(F)cc2)nc1C	-1.3%	·	5.1%	16.9%	3.5%	-0.8%	i	0.0%	?
COCc1cc(C)nc(N2CCN(c3ccccc3)CC2)c1C#N	-5.6%	?	-1.6%	-11.4%	-0.1%	-9.4%	i	-9.6%	24.9%
